From PubChem
CHT block = inhibits the human high affinity choline transporter; B-score at 10 µM; AID 488975; hit rate 0.86% among 310,000; CHT-expressing cells, membrane potential dye, choline response; stronger effect = lower value;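 active = B-score over 3 SD under the library average, and starting fluorescence ratio not unusually high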;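 also: choline stimulus applied at its EC90 after an EC20 pre-addition; B-score computed on integrated fluorescence ratio after choline addition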
Target sequence (Q9GZV3 whole entry, looked up): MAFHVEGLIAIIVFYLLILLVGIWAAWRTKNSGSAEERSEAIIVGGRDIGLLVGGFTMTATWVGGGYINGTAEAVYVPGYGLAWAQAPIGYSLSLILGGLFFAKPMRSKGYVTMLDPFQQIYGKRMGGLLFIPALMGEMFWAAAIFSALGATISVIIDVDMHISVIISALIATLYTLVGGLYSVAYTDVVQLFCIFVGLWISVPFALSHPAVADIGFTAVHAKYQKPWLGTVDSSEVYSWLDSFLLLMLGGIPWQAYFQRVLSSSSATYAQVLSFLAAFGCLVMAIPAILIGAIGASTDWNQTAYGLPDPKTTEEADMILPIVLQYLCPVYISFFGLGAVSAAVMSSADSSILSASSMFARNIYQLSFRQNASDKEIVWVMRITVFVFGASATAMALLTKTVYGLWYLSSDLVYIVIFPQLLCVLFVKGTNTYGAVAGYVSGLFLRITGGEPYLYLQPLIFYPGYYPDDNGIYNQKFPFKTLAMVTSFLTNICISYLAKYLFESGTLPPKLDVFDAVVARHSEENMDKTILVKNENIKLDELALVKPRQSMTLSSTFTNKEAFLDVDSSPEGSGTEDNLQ
CHT allo act = allosterically activates the human high affinity choline transporter; Q9GZV3; CHT-expressing cells, membrane potential dye, choline EC20; stronger effect = higher value; LV-AA mutant CHT in HEK293 cells; B-score at 10 µM; hit rate 0.49% among 310,000; AID 488977;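 active = initial fluorescence not abnormally high and integrated response B-score, plate-corrected, over 3 SD above library mean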
Starred values were filed as active, the others as inactive; i = inactive.

SMILES | CHT block | CHT allo act
O=C1CC(NS(=O)(=O)c2ccc([N+](=O)[O-])cc2)CN1c1cccc(F)c1 (configuration not stated) | i | i
O=C(Nc1cc2c(oc1=O)CCCC2=O)c1ccc(Cl)cc1 | i | i
O=[N+]([O-])c1ccc(N/N=C/c2cccc(O)c2O)cc1 | i | i
CC(C)C(=O)OCC(=O)NCc1ccccc1Cl | i | i
Cc1cccc(N2C(=O)C3CCCN3C2=S)c1 (configuration not stated) | i | i
CCC(C)(C)NC(=O)Cn1c(=O)oc2cc(S(=O)(=O)N3CC(C)CC(C)C3)ccc21 (configuration not stated) | i | i
N#CC1=C2SCN(c3ccccc3)CN2C(=O)CC1c1ccccc1Cl (configuration not stated) | i | i
COCc1cc(=O)[nH]c(-c2ccccc2OC(F)(F)F)n1 | i | i
O=C(OCCN=C1NS(=O)(=O)c2ccccc21)c1ccccc1 | i | i
O=C(Nc1ccc2c(c1)OCCO2)c1ccc(Cl)cc1 | i | i
COc1ccc(C(=O)CCN2CCN(c3ccc(OC)cc3)CC2)cc1 | i | i
CC(=O)N1c2ccc(S(=O)(=O)NCCC(=O)Nc3cccc(Cl)c3)cc2CC1C (configuration not stated) | i | i
O=C(COC(=O)CCc1c[nH]c2ccccc12)NC1CCS(=O)(=O)C1 (configuration not stated) | i | i
CCCCn1c(=O)c2ccccc2c2ccccc2c1=O | i | i
COc1cc(/C=N/NC(=O)c2cc(C)n(-c3ccc(F)cc3)c2C)cc(OC)c1O | i | i
CC(C)CC1C(C#N)=C(N)Oc2n[nH]c(-c3ccccc3)c21 (configuration not stated) | i | i
O=C(Nc1cccnc1)C1CCCN(S(=O)(=O)c2cccc3nsnc23)C1 (configuration not stated) | i | i
O=c1[nH]c(CN2CCN(c3ccccc3)CC2)nc2scc(-c3ccccc3)c12 | i | i
CCOc1ccc(NC(=O)C2CC(=O)N(CC)C(=Nc3ccc4c(c3)OCO4)S2)cc1 (configuration not stated) | i | i
Cc1cc(C)c(-c2cc(C)nc3ncnn23)c(C)c1 | i | i
CC1C(=O)N2CCCc3cc(S(=O)(=O)NCc4ccc(Cl)cc4)cc1c32 (configuration not stated) | i | i
CN(C)CC(=O)Nc1ccc(Oc2ccc(Cl)cc2)cc1 | i | i
Cc1nc(C/C(=N\N)c2ccc(O)cc2O)cs1 | i | i
COc1ccc(CCNC(=O)CCS(=O)(=O)Cc2ccccc2C)cc1OC | i | i
Cc1ccc(NC(=O)N(Cc2ccc3c(c2)OCO3)Cc2cc3cc4c(cc3[nH]c2=O)OCCO4)cc1 | i | i
CCc1nc2c(c(=O)[nH]1)C(CC)(CC)Cc1ccccc1-2 | i | i
C/C=C\C(=O)Nc1cccc(C2=NOC3(C2)C[C@@H](C(N)=O)N(C(=O)c2ccccc2)C3)c1 (some centres not stated) | i | i
Cc1cc(NC(=O)c2cccc(S(=O)(=O)N(C)C)c2)n(-c2ccccn2)n1 | i | i
Cc1cc(OC(=O)C2CC2)c([N+](=O)[O-])c(=O)[nH]1 | i | i
O=C1CC(c2ccc(O)cc2)Oc2cc(O)cc(O)c21 (configuration not stated) | i | i

Rewritten field by field: part of the list above.
Cc1cc(NC(=O)c2cccc(S(=O)(=O)N(C)C)c2)n(-c2ccccn2)n1
  CHT block = i
  CHT allo act = i

Cc1cc(C)c(-c2cc(C)nc3ncnn23)c(C)c1
  CHT block = i
  CHT allo act = i

O=C(Nc1ccc2c(c1)OCCO2)c1ccc(Cl)cc1
  CHT block = i
  CHT allo act = i

O=C(COC(=O)CCc1c[nH]c2ccccc12)NC1CCS(=O)(=O)C1 (configuration not stated)
  CHT block = i
  CHT allo act = i

Additional records.
SMILES | CHT block | CHT allo act
O=c1c2ccccc2nc2n1CCC2 | i | i
CN1CCN(C(=O)C2CCC(=O)N(CCc3cccc(F)c3)C2)CC1 (configuration not stated) | i | i
Cc1cccc(OCCCn2c(=O)oc3ccccc32)c1 | i | i
c1ccc(C(c2ccccc2)c2nc(-c3cccnc3)no2)cc1 | i | i
O=C(CO/N=C/c1ccc(Cl)cc1Cl)NNC(=O)c1ccc(Cl)cc1Cl | i | i
C=CCOc1cccc(C2/C(=C(\O)c3ccc4c(c3)OCCO4)C(=O)C(=O)N2CCN2CCOCC2)c1 (configuration not stated) | i | i
COc1ccc(C(=O)NNC(=S)NC(=O)c2ccccc2[N+](=O)[O-])cc1 | i | i
Cc1cc(C)n(C(=O)CCCCCCCCC(=O)n2nc(C)cc2C)n1 | i | i
Cc1ccc(NC(=O)CN2C(=O)N/C(=C/c3ccc(C)s3)C2=O)cc1 | i | i
N#Cc1ccccc1S(=O)(=O)Nc1ccc2c(c1)C(=O)OC2 | i | i
COc1cc(OC)c(C2Nc3ccccc3NC3=C2C(=O)CC(C)(C)C3)cc1OC (configuration not stated) | i | i
O=C(O)CCCNc1ccc(S(=O)(=O)N2CCCCC2)cc1 | i | i
Cn1cccc1CNCc1ccc(F)cc1 | i | i
CN(c1ccc(C(=O)Nc2ccccc2C(=O)N2CCCC2)cc1)S(C)(=O)=O | i | i
O=C(Nc1ccc(N2CCOCC2)cc1)c1ccc([N+](=O)[O-])cc1 | i | i
C=CCn1c(/N=C/c2ccc(OC)cc2)nc2ccccc21 | i | i
CN1C(=O)C(C)(C)c2cc(S(=O)(=O)NCC3CCC(C(=O)NCc4ccccc4)CC3)ccc21 (configuration not stated) | i | i
COC(=O)c1cccc(NC(=O)c2onc3c2CCCC3)c1 | i | i
Cc1cc(C(=O)OCC(=O)c2ccc(Br)s2)no1 | i | i
CC(=O)NCCCNS(=O)(=O)c1ccc(C)cc1 | i | i
COC(C(=O)NCc1ccc(C)cc1)c1ccccc1 (configuration not stated) | i | i
COc1ccc(-c2cc(C(=O)OCC(=O)N(C)C3CCS(=O)(=O)C3)c3ccccc3n2)cc1OC (configuration not stated) | i | i
CCC(C(=O)NC1CCCCC1)n1nc(C)c2c(C)n(-c3ccccc3)nc2c1=O (configuration not stated) | i | i
O=C(CNC(=O)c1cccc(Br)c1)N/N=C/c1cn[nH]c1-c1ccccc1 | i | i
CCN(CC)C(=O)CSc1nnc(COc2ccc(OC)cc2)n1N | i | i
Fc1ccc(COc2ccccc2-c2ccnc3ncnn23)cc1 | i | i
C/C(=N\Nc1nc(N2CCOCC2)nc(N2CCOCC2)n1)c1cccs1 | i | i
CC1CN(C(=O)CCC(=O)N2CCN(c3cccc(C(F)(F)F)c3)CC2)c2ccccc2O1 (configuration not stated) | i | i
CCOc1ccc(N2C(=O)CC(NC3CCCCNC3=O)C2=O)cc1 (configuration not stated) | i | i
C#Cc1ccc([C@@H]2C=C(C(=O)NCc3ccccc3)O[C@H](OCc3ccc(CO)cc3)C2)cc1 | i | i
Fc1ccc(NC(=S)NN2CCOCC2)cc1Cl | i | i
CCc1ccc2c(c1)C(=O)C[C@]1(CCC[C@H](C)C1)O2 | i | i
Cc1cc(NC(=O)c2cc(-c3ccccc3)on2)n(-c2ccccc2)n1 | i | i
CCc1ccc(C(C)NC(=O)Cc2ccc(F)cc2)cc1 (configuration not stated) | i | i
COc1cccc2sc3ccc(C#CC4(N)CCCCC4)cc3c(=O)c12 | i | i
CC(C)(C)NC(=O)C1CC(=O)OC12CCCCC2 (configuration not stated) | i | i
O=C(CCS(=O)(=O)c1ccc(Br)cc1)NCc1cccs1 | i | i
O=S(=O)(N/N=C\c1c(F)cccc1Cl)c1ccc(Cl)cc1 | i | i
O=C(NC(=S)Nc1ccccc1N1CCOCC1)c1ccccc1F | i | i
CC(=O)c1cccc(NC(=O)C(OC(=O)c2cccs2)c2ccccc2)c1 (configuration not stated) | i | i
Cc1ccc(S(=O)(=O)N(C)c2nc3ccccc3n3c(C(C)C)nnc23)cc1 | i | i
CC(C)N1CCc2c(sc(NC(=O)CCS(=O)(=O)c3ccccc3)c2C#N)C1 | i | i
CCS(=O)(=O)Nc1ccc(C2=NN(C(=O)c3ccco3)C(c3cccs3)C2)cc1 (configuration not stated) | i | i
CC(C)(C)c1n[nH]c(=S)n(/N=C/c2cccs2)c1=O | i | i
CC(=O)Nc1ccc(N2C(=O)CC(N3CCSCC3)C2=O)cc1 (configuration not stated) | i | i

Entries of single compounds, looked up by structure. Order of screens: CHT block	CHT allo act
O=C(Nc1cc2c(oc1=O)CCCC2=O)c1ccc(Cl)cc1 is listed as i	i
COc1cc(OC)c(C2Nc3ccccc3NC3=C2C(=O)CC(C)(C)C3)cc1OC (configuration not stated) is listed as i	i

The list continues.
SMILES | CHT block | CHT allo act
CC1CCN(C(=O)CSc2ccc(-c3ccccc3)nn2)CC1 | i | i
CCC(=O)Nc1c2c(nn1-c1ccc([N+](=O)[O-])cc1)CS(=O)(=O)C2 | i | i
CCOc1cc(N2CCOCC2)c(OCC)cc1NC(=O)COc1cccc(Cl)c1 | i | i
O=C(N[C@@H](CO)C(=O)NCc1ccccc1)c1ccc(C(F)(F)F)cc1 | i | i
COc1ccc(NC(=O)c2cccc(Oc3ccc([N+](=O)[O-])cc3Cl)c2)cc1 | i | i
Cc1cc(C)n(CCc2nc(-c3ccc(F)cc3)cs2)n1 | i | i
CCN(Cc1ccccc1)C(=O)CCCOc1ccccc1 | i | i
O=C(C1=C[C@H](C2CCCCC2)C[C@H](OCc2ccc(CO)cc2)O1)N1CCN(Cc2ccccc2)CC1 | i | i
COC(=O)c1ccc(C)c(-n2c(C)cc(C=O)c2C)c1 | i | i
CN(C)/C=C(\C#N)C(N)=C(C#N)C#N | i | i
O=C(c1ccco1)N1CCN(S(=O)(=O)c2ccc(S(=O)(=O)NC3CC3)cc2)CC1 | i | i
N#Cc1cccc(-n2c(-c3ccccc3)nnc2-c2ccccc2)c1C#N | i | i
O=C1NC(=NCc2ccccc2)S/C1=C\c1ccccc1 | i | i
COC(=O)c1sccc1NC(=O)c1cccc(Cl)c1 | i | i
NS(=O)(=O)c1ccc(CNC(=O)c2ccc(S(=O)(=O)C(F)F)cc2)cc1 | i | i

Seven neighbouring entries out of the list so far:
SMILES | CHT block | CHT allo act
CC1CCN(C(=O)CSc2ccc(-c3ccccc3)nn2)CC1 | i | i
CCC(=O)Nc1c2c(nn1-c1ccc([N+](=O)[O-])cc1)CS(=O)(=O)C2 | i | i
CCOc1cc(N2CCOCC2)c(OCC)cc1NC(=O)COc1cccc(Cl)c1 | i | i
O=C(N[C@@H](CO)C(=O)NCc1ccccc1)c1ccc(C(F)(F)F)cc1 | i | i
COc1ccc(NC(=O)c2cccc(Oc3ccc([N+](=O)[O-])cc3Cl)c2)cc1 | i | i
Cc1cc(C)n(CCc2nc(-c3ccc(F)cc3)cs2)n1 | i | i
CCN(Cc1ccccc1)C(=O)CCCOc1ccccc1 | i | i

Other compounds.
SMILES | CHT block | CHT allo act
CC(C)(C)NS(=O)(=O)CC12CCC(CC1=O)C2(C)C (configuration not stated) | i | i
COc1ccc(C(=O)NNC(=O)CN2CCC(n3nnc4cc(C(F)(F)F)ccc43)CC2)cc1 | i | i
CN1/C(=C/C=C(C#N)C#N)C(C)(C)c2ccccc21 | i | i
COC(=O)C1(S(=O)(=O)c2cccc3nsnc23)CC1 | i | i
Cc1cc(C)cc(OCC(O)CN2CCN(Cc3ccc4c(c3)OCO4)CC2)c1 (configuration not stated) | i | i
Cc1ccc(C2(C)NC(=O)N(CC(=O)Nc3ccc4[nH]c(=O)[nH]c4c3)C2=O)cc1 (configuration not stated) | i | i
O=C(CSc1nnnn1-c1ccccc1)Nc1ncc2c(n1)CC(c1ccco1)CC2=O (configuration not stated) | i | i
CSc1ncccc1C(=O)N1CCN(S(=O)(=O)c2ccccc2)CC1 | i | i
CC1CC(C)CN(CCOc2ccc(Br)cc2)C1 (configuration not stated) | i | i
CC(=O)COc1nc2c(c(-c3ccco3)c1C#N)CCc1ccccc1-2 | i | i
Cc1ccc(C)c(S(=O)(=O)N2CCCC2CNC(=O)C(=O)NC2CC2)c1 (configuration not stated) | i | i
COC(=O)c1ccc(OC)c(CSc2nnc(COc3ccc(OC)cc3)o2)c1 | i | i
CC(Sc1nnc2c(n1)[nH]c1ccccc12)C(=O)NC1CCCCC1 (configuration not stated) | i | i
O=[N+]([O-])c1ccccc1/C=C/CN1CCCCC1CO (configuration not stated) | i | i
CCOC(=O)c1nc(-c2ccc3c(c2)OCO3)[nH]c1C | i | i
O=C(CCN1C(=O)C2C3CCC(C3)C2C1=O)Nc1cccc(Cl)c1 (configuration not stated) | i | i
O=C(Nc1cccc(-c2nc3ccccc3[nH]2)c1)c1ccco1 | i | i
C=CCNC(=O)CCCCCNS(=O)(=O)c1ccc(OC)cc1 | i | i
COC(=O)c1c(-c2cccc(OC)c2)csc1N | i | i
CCOc1ccccc1CN1CCN(CC2=Cc3cc(OC)ccc3OC2)CC1CCO (configuration not stated) | i | i
CCCOc1ccc(OCCSc2ncccn2)cc1 | i | i
CC(=O)N1c2ccc(S(=O)(=O)N3CCCC(C(=O)NCc4ccccc4Cl)C3)cc2CC1C (configuration not stated) | i | i
COc1cc(NC(=S)NN2CCN(C)CC2)cc(OC)c1OC | i | i
Cc1oc(-c2ccccc2)cc1C(N)=O | i | i
CC1(C)Oc2ccc3ccc(=O)oc3c2/C(=C/O)C1=O | i | i
CCOc1ccc(CC(=O)Nc2cc(=O)n(C)c(=O)n2C)cc1 | i | i
O=[N+]([O-])c1ccc(C[n+]2cccc3ccccc32)cc1 | i | 8.1*
Cc1c(CCOC(=O)C23CC4CC(CC(C)(C4)C2)C3)sc[n+]1Cc1ccccc1 | i | i
O=C(NC(NNc1ccc([N+](=O)[O-])cc1)(C(F)(F)F)C(F)(F)F)c1ccccc1Cl | i | i
O=S1(=O)CCOCCCN1Cc1cccc(F)c1 | i | i
CC(C)C[C@H](NC(=O)c1nc[nH]c1C(=O)NCC(=O)OC(C)(C)C)C(=O)OCc1ccccc1 | i | i
